# From PubChem
# PLCb3 inh = human PLC-beta3 inhibitors, primary screen, biochemical, fluorescence; 1-phosphatidylinositol 4,5-bisphosphate phosphodiesterase beta-3 (Homo sapiens), Q01970; Purified PLC-beta3, fluorogenic substrate; inhibition, % at 12.2 µM; 0.18% of 370,000 active; AID 720704, 2013; in the data active means inhibition above about 11%;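 further: 0% = median of compound wells on plate and 100% = full blocker control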
# Target sequence (Q01970 whole entry, looked up): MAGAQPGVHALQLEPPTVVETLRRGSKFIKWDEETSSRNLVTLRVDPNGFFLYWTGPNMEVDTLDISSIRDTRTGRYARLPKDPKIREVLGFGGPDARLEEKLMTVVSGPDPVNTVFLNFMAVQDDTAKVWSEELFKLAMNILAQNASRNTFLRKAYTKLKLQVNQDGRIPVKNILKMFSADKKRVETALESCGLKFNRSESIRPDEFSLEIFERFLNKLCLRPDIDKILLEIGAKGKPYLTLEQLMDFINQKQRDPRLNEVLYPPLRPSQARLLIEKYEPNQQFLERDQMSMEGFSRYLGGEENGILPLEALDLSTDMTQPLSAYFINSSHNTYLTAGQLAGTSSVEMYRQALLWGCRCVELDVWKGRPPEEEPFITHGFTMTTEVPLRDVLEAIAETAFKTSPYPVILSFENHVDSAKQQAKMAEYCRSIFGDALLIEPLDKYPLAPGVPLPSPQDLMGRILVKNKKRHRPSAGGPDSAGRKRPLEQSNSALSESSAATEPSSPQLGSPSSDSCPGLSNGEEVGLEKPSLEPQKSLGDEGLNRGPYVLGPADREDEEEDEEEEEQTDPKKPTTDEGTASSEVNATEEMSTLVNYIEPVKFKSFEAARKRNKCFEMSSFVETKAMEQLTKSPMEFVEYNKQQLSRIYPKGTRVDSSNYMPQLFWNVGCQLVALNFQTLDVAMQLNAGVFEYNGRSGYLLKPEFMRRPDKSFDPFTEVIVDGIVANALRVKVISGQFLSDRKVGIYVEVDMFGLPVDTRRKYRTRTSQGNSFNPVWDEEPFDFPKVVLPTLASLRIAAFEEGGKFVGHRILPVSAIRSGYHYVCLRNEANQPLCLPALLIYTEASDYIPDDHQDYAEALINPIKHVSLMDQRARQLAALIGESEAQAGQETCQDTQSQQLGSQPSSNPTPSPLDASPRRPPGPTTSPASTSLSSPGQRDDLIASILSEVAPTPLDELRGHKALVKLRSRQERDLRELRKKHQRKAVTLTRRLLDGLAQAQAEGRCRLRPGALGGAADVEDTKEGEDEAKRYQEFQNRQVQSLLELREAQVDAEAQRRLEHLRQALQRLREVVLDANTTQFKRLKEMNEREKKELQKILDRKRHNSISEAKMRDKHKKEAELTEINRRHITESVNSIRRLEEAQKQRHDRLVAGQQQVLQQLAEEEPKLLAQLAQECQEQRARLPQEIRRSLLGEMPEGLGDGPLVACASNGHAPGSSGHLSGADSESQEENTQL
# hcDAF12 agonist = H. contortus DAF-12 nuclear receptor activators, primary screen, cell-based, luminescence, HEK293, lit1-tk-luc reporter. HEK293 hcDAF-12 lit1-tk-luc reporter; 0% DMSO, 100% Δ7-dafachronic acid. activation, % at 6.8 µM. 1.4% of 370,000 active. AID 652067, 2013;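 active means activation above the mean of all tested compounds plus 3 SD, cut at about 5.5% in these data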;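 further: 100% = response to 3 µM Δ7-dafachronic acid high control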
# ssDAF12 agonist = S. stercoralis DAF-12 nuclear receptor activators, primary screen, cell-based, luminescence, HEK293, GRIP1 co-expression, lit1-tk-luc; HEK293 ssDAF-12/GRIP1 lit1-tk-luc reporter; % of 3 µM dafachronic acid response; activation, % at 6.8 µM; 1% of 370,000 active;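 active means activation above the mean over all tested compounds plus 3 SD, cut at about 0.9% in these data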;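 further: 0% = DMSO-only wells and 100% = 3 µM delta7-dafachronic acid wells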
# DAX1 inh-1 = DAX1 (NR0B1) inhibitors on StAR promoter, primary screen, cell-based, luminescence, SF-1 (NR5A1), full-length DAX-1; inhibition, % at 6.8 µM; HEK293T StAR-luciferase reporter, SF-1/DAX-1 repression relief; AID 652010, 2013; 1.1% of 370,000 active;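 active means inhibition above the mean over all tested compounds plus 3 SD, cut at about 3.6% in these data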;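 further: 0% = DAX-1 cells with DMSO and 100% = cells lacking DAX-1 with DMSO; higher inhibition means more luminescence from relief of DAX-1 repression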
# DAX1 inh-2 = DAX1 (NR0B1) inhibitors, primary screen, cell-based, HEK293, Gal4-DAX1, luciferase luminescence | Nuclear receptor subfamily 0 group B member 1 (Homo sapiens), P51843 | HEK293 Gal4-DAX1 luciferase reporter | inhibition, % at 6.75 µM | 0.99% of 340,000 active | AID 504766, 2011;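 active means inhibition above the mean over all tested compounds plus 3 SD, cut at about 4.2% in these data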;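 further: 0% = DAX1-transfected cells with DMSO and 100% = empty-vector control cells with DMSO; inhibition shows as a rise in luminescence from relieved DAX1 repression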
# MBD2 DNA inh = inhibitors of MBD2 binding to methylated DNA, primary screen, biochemical, TR-FRET, DNA-binding domain, human | Methyl-CpG-binding domain protein 2 (Homo sapiens), Q9UBB5 | MBD2 binding to methylated oligonucleotide | inhibition, % at 4.4 µM | 0.31% of 370,000 active | AID 686964, 2013; in the data active means inhibition above about 13%
# SMARCA2 activ = SMARCA2 (BRM) function activators, primary screen, cell-based, luminescence, high throughput; activation, % at 9.1 µM; 1% of 370,000 active; AID 652017, 2013; MG213 cells, MMTV-luciferase reporter, dexamethasone, overnight; in the data active means activation above about 7.8%;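 further: 0% = vehicle wells and 100% = reference activator wells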
# Rev-erbA mod = modulators of Rev-erb alpha DNA binding, primary screen, biochemical, FITC-DNA, fluorescence polarization, uHTS. Nuclear receptor subfamily 1 group D member 1 (Homo sapiens), P20393. Rev-erbα–FITC-DNA binding, 90 min. activity, % at 10 µM. 0.79% of 370,000 active. AID 1259318, 2017;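 active means activity above about 14%, limit read from the data; passing the limit was not always enough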;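 further: 0% = DMSO wells with 35 nM protein and 100% = DMSO wells with 750 nM protein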
# PLC-gamma1 inh = PLC-gamma1 enzyme inhibitors, primary screen, biochemical, fluorescence, purified enzyme; 1-phosphatidylinositol 4,5-bisphosphate phosphodiesterase gamma-1 (Homo sapiens), P19174; fluorogenic substrate; inhibition, % at 12.2 µM; 0.84% of 370,000 active; in the data active means inhibition above about 9.5%
# hgDAF12 agonist = H. glycines DAF-12 receptor agonists, primary screen, cell-based, luminescence, HEK293, GAL4 fusion, UAS-luciferase; Nuclear hormone receptor DAF-12 (Heterodera glycines), GAL4 fusion; HEK293 GAL4-hgDAF12 UAS-luciferase reporter, agonist luminescence; normalized to butyrate control; activation, % at 6.8 µM; 1.8% of 370,000 active; AID 687014, 2013;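 active means activation above a cutoff set at the mean of all screened compounds plus 3 SD, cut at about 10% in these data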;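 further: 0% = DMSO wells and 100% = sodium butyrate wells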
# ADAM17 inh = ADAM17 inhibitors, primary screen, biochemical, QFRET; recombinant ADAM17, EDANS/DABCYL FRET peptide cleavage; inhibition, % at 6.95 µM; 0.83% of 370,000 active;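 active means inhibition above the mean of compounds lying between control limits plus 3 SD, set per campaign, cut at about 8.5% in these data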;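 further: 0% = DMSO-only wells as the low control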
# Active calls of the source: *; i = inactive; · = not tested or not shown. The order is random; overall some 7.4% were active at least once.
# Order of values – PLCb3 inh	hcDAF12 agonist	ssDAF12 agonist	DAX1 inh-1	DAX1 inh-2	MBD2 DNA inh	SMARCA2 activ	Rev-erbA mod	PLC-gamma1 inh	hgDAF12 agonist	ADAM17 inh
> Cc1nc(SC(C)C)[nH]c(=O)c1Cc1ccccc1
 : -1	-0.9	-1.5	-0.6	0.8	1	-4	4	0	-0.9	-4
> CC(=O)NC(=S)Nc1cccc(S(=O)(=O)NC2=NCCC2)c1
 : -2	0.2	-1.2	-0.1	-0.9	4	-2	3	0	-0.3	-1
> COc1ccc2nccc(/C=C/c3ccnc4ccc(OC)cc34)c2c1
 : i	-0.7	-1.8	-0.2	·	13	-4	17	i	-2.7	-85
> CCc1ccc(OCC(=O)N/N=C(\C)c2ccc(O)cc2O)cc1
 : -19	-0.7	-1.7	-2.6	-0.6	-1	0	-1	-8	0.9	-2
> Cc1nc(S(=O)(=O)Nc2ccc3c(c2)OCCO3)cn1C
 : -1	-2.7	-2.0	0.0	·	-2	-3	10	0	-0.9	1
> COc1cc(-c2nc3cnccn3c2Nc2ccc3c(c2)OCCO3)ccc1O
 : -40	-2.9	-1.9	-1.2	-1.3	-3	0	2	-26	-3.0	2
> O=C(NCc1ccco1)/C(=C\C=C\c1ccccc1)NC(=O)c1ccco1
 : -20	-0.8	-0.7	-0.3	7.4*	-5	-3	-1	-4	-2.7	-3
> COc1ccc(-n2nc(C(=O)NCC(=O)NCCCN3CCOCC3)c3ccccc3c2=O)cc1OC
 : -14	1.7	-1.2	-0.2	0.0	2	-2	3	-6	-0.4	0
> CNC(=O)C(=O)NCC1OCCCN1S(=O)(=O)c1cccs1 (stereo unspecified)
 : -1	-0.6	-1.6	-0.1	-0.2	-1	-1	2	0	1.8	4
> CN(C)CCNc1ccc(-c2n[nH]c(=O)c3ccccc23)cc1[N+](=O)[O-]
 : -5	1.5	-1.0	-0.1	4.5*	-25	-4	0	4	2.3	-4
> COc1ccccc1N1CCN(C(=O)CCCC2=NS(=O)(=O)c3ccccc3N2)CC1
 : 4	-1.3	-0.9	-0.8	1.0	-3	7	2	1	-1.5	3
> Cn1cccc1/C=N/NC(=O)CNc1ccc2ccccc2c1
 : -15	3.2	-1.3	0.0	·	-3	-2	9	-11	2.1	-15
> Cc1ccc(-n2c(SCC(=O)N3CC(=O)Nc4ccccc43)nc3ccccc3c2=O)cc1
 : 0	-2.8	-2.1	-0.9	-0.9	-1	-1	5	5	-4.5	1
> O=C(CN1C(=O)c2ccccc2C1=O)Nc1sc2c(c1C(=O)NCC1CCCO1)CCC2 (stereo unspecified)
 : -3	-1.3	-0.9	0.2	0.1	-5	3	5	-1	-0.8	-1
> O=C(N/N=C\c1ccco1)Nc1cccc(Cl)c1
 : 1	6.3*	0.2	2.4	0.8	4	2	1	1	14*	1
> OCCN(CC(O)Cn1ccc2ccccc21)CC(O)Cn1ccc2ccccc21 (stereo unspecified)
 : 1	2.4	-0.3	0.1	-0.6	2	-2	0	-2	1.3	0
> CCCOc1cccn2c(N(C)C(=O)c3ccccc3F)c(CC)nc12
 : -3	-1.1	-1.8	-0.6	·	2	-2	5	-1	1.1	1
> COc1ccc(CCNC(=O)c2ccc(Cl)cc2Cl)cc1OC
 : 1	0.0	-1.8	-0.3	-0.1	4	-2	-4	0	1.2	4
> CC(C)(C)C(=O)O/N=C(\N)Cc1ccc(-c2csnn2)cc1
 : -6	-1.7	0.0	-0.6	0.6	-3	-1	-9	4	-1.3	-5
> Cc1cccc(C)c1NC(=O)CSc1nc2[nH]c(=O)cc(O)c2s1
 : -9	-0.5	-0.8	0.5	0.4	-4	-1	-2	-5	-2.1	-4
> N#Cc1c(C(F)(F)F)cc(-c2ccco2)nc1SCc1ccncc1
 : -172	1.0	-0.8	-0.1	-0.8	-2	0	7	-145	-1.9	-21
> Cc1ccc(/C(O)=C2\C(=O)C(=O)N(CC(C)O)C2c2cccc(F)c2)cc1 (stereo unspecified)
 : 3	0.7	-0.9	0.2	0.3	1	0	-4	0	3.2	-1
> Cc1cc2n(n1)C(c1ccco1)Nc1ccccc1-2 (stereo unspecified)
 : -49	-1.2	-1.3	0.5	-0.4	1	2	0	-37	0.8	-16
> O=C(Nc1ccc(F)cc1)NC1(C(=O)NCc2ccc3c(c2)OCO3)CCCCC1
 : 2	-1.6	-1.3	-0.9	-1.9	-4	-2	1	2	-0.1	0
> CC(C)(C)c1csc(NC(=O)c2ccccc2O)n1
 : -186	1.0	-1.1	0.7	-1.8	0	1	5	-148	5.1	-211
> CCCCn1nnc(N(C(=O)c2cccs2)C(=O)c2cccs2)n1
 : -6	0.0	-0.2	0.2	5.7*	8	1	3	-1	5.6	-5
> COC(=O)c1ccc(NC(=O)Nc2ccc3c(c2)OCO3)cc1
 : -4	0.5	-0.8	1.1	0.9	-4	2	5	0	2.8	6
> CC(C)C[C@H]1CN([C@@H](Cc2ccc(O)cc2)CN2CCC[C@@H]2CN2C(=O)C(=O)NC[C@@H]2Cc2ccccc2)C(=O)C(=O)N1CC1CCCCC1
 : 5	-1.1	-0.8	1.9	0.2	0	-1	4	13*	0.9	4
> CCN1CCN(c2ccc(S(=O)(=O)N3CCCCC3)cc2NC(=O)c2cccc(Cl)c2)CC1
 : -6	0.7	-0.6	-1.8	-0.9	4	-2	-1	3	-0.5	2
> Cc1ncc2c(n1)-c1cc(F)ccc1SC2
 : -46	-1.2	-0.8	-0.1	1.3	0	0	0	-29	1.8	-1
> CC(C)(C)NCC(O)COCc1ccc(Cl)cc1 (stereo unspecified)
 : 1	-2.2	-0.9	0.7	0.0	2	2	-1	4	0.8	-1
> OC(C#CCCN1CCCCC1)(c1ccccc1)C1CCCCC1 (stereo unspecified)
 : -3	0.9	-1.1	-0.3	5.0*	-1	-2	-2	1	-1.7	-1
> C[C@H](CO)N1C[C@H](C)[C@H](CN(C)S(=O)(=O)c2cn(C)cn2)OCc2cnnn2CCCC1=O
 : 3	-1.4	-1.6	-0.2	0.2	-2	-5	3	0	1.2	0
> O=C(Nc1nccs1)c1ccc(COc2ccccc2Cl)o1
 : -10	0.6	-1.2	0.7	-0.7	0	3	1	0	4.1	1
> O=C(CCn1nc(-c2ccc(Cl)cc2)c2ccccc2c1=O)NCC1CCCO1 (stereo unspecified)
 : 2	1.8	-1.6	-1.1	-0.6	7	-1	-1	0	-3.3	-1
> CCOc1ccc(C(=O)NC2CCN(S(=O)(=O)c3ccccc3)CC2)cc1
 : -4	-1.6	-0.9	-0.3	-0.7	1	-2	7	0	-1.9	-4
> O=S1(=O)CCC(NC(=S)Nc2ccc3ccccc3c2)C1 (stereo unspecified)
 : -1	3.7	-0.2	0.4	2.2	-5	4	2	1	1.2	-3
> Cc1cc(C(=O)CSc2nnc(NCc3ccccc3)s2)c(C)n1C
 : 0	-0.2	-1.1	-1.1	0.1	3	-4	-2	2	2.8	1
> O=C(CN1C(=O)NC2(CCCC2)C1=O)Nc1cccc(Cl)c1
 : -1	0.0	-1.0	-0.8	2.0	6	-2	0	3	-0.3	-2
> C/C(=N/NC(=O)c1sc(NS(=O)(=O)c2ccccc2)nc1C)c1ccc(F)cc1
 : -22	-1.6	-1.1	0.2	-0.1	-6	-1	-1	-22	0.6	-1
> Cc1csc(NC(=O)CSc2nnc(C)n2Cc2ccco2)n1
 : -2	-1.4	-0.6	0.1	-1.4	6	2	1	0	2.7	-2
> CC(=O)NNc1nc(-c2ccccc2)cs1
 : -67	3.7	-0.6	0.3	-0.4	-1	-3	5	-56	0.7	-1
> CN(C)c1ccc(-c2noc(C3CCN(S(=O)(=O)c4cccc(Cl)c4)CC3)n2)cc1
 : 2	-1.8	-1.2	0.4	-0.4	-5	-1	8	2	1.1	0
> COc1cc2c(cc1OC)CN(C(=S)Nc1ccccc1)CC2
 : -31	-1.3	-1.7	-0.2	-1.4	4	-1	-1	-26	-0.1	-10
> NC(=O)c1ccsc1NC(=O)COC(=O)CCOc1ccccc1
 : -16	-1.1	-1.6	-0.7	-0.3	9	-4	1	-3	2.6	-2
> Cc1nn(CC(=O)N2CCN(Cc3ccccc3)CC2)c(=O)c2ccccc12
 : 1	-1.6	-0.9	-0.4	0.9	-3	5	2	1	1.1	-2
> CC(C)N1CC(C(=O)Nc2ccc(S(=O)(=O)N3CCCCC3)cc2)CC1=O (stereo unspecified)
 : 1	-1.1	-1.0	0.2	0.3	-3	-3	-1	1	0.8	0
> CCOC(=O)CC(=O)CSc1nc2c(cc1C#N)CCCCCC2
 : -85	1.3	-0.5	0.3	0.0	2	-2	0	-53	0.2	-14
> CCOC(=O)N/N=C(/c1ccccc1)C1CCCCC1
 : 0	2.3	-0.4	0.1	-0.2	2	-4	-5	2	-1.8	-3
> CC1=C(C(=O)N(C(C)C)C(C)C)CC(CC(=O)NCc2cccc3ccccc23)C(=O)N1CCC1=CCCCC1 (stereo unspecified)
 : 2	-1.6	-1.5	-2.2	·	3	-5	-3	0	-1.9	6
> NS(=O)(=O)c1ccc(NC(=O)COC(=O)COc2ccc(Br)cc2)cc1
 : -3	-2.1	-1.6	-0.1	0.4	-1	5	5	2	-0.9	-2
> CCc1cc(-c2nc(N)ncc2-c2ccc(Br)cc2)c(O)cc1OC
 : -6	1.2	-1.9	-0.5	1.3	1	4	5	2	2.5	-1
> CC1CCN(C(=O)C2CCCCN2S(=O)(=O)c2cccc([N+](=O)[O-])c2)CC1 (stereo unspecified)
 : 1	-1.1	-0.7	-0.7	1.3	4	3	0	1	-3.5	1
> Cc1nn(CC(=O)OCC(=O)Nc2cccc(S(N)(=O)=O)c2)c(C)c1[N+](=O)[O-]
 : -6	0.8	-0.7	-0.8	0.5	-5	-2	-11	-1	3.5	0

# Single values from the results shown:
# CC1=C(C(=O)N(C(C)C)C(C)C)CC(CC(=O)NCc2cccc3ccccc23)C(=O)N1CCC1=CCCCC1 (stereo unspecified) – SMARCA2 activ: -5
# CC(=O)NNc1nc(-c2ccccc2)cs1 – PLC-gamma1 inh: -56
